# Screening data: PubChem BioAssay, Johns Hopkins Ion Channel Center
# TMEM16A act – activators or potentiators of mouse TMEM16A chloride channel. Q8BHY3. HEK293 TMEM16A/YFP-H148Q/I152L, iodide quench fluorescence; active compounds read low. B-score at 10 µM. 0.3% of 340,000 active. AID 623877;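 active = fluorescence-ratio B-score plate-corrected deviation score at least 3 library SD below zero, with starting fluorescence score within 5 deviations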;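 note: channel opened by trigger with iodide after compound preincubation; score built on the fluorescence ratio of max minus min over baseline; more negative score means more quench and so TMEM16A activation or potentiation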
# KCNK9 inh – inhibitors of human KCNK9 two-pore domain potassium channel | HEK293 KCNK9, FluxOR thallium flux fluorescence; active compounds read low | Q9NPC2 | B-score at 10 µM | 1.2% of 310,000 active;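 active = ratio B-score over 3 SD below the library mean, with starting fluorescence within 5 SD of its mean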;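 note: negative B-score means less thallium flux so channel inhibition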
# Target sequence (Q9NPC2 whole entry, looked up, the tested form may be a part): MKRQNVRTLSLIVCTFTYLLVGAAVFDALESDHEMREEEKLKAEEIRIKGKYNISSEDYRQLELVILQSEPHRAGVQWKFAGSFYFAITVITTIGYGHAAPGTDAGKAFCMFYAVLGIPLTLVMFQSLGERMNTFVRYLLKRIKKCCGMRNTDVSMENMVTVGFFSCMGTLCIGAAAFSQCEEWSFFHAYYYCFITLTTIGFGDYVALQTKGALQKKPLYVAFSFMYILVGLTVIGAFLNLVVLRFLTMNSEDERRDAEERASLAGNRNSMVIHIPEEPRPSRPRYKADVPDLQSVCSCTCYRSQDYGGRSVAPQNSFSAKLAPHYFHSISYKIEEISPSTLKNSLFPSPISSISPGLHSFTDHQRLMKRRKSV
# RGS4 inh – inhibitors of human RGS4 | 0.45% of 310,000 active | B-score at 10 µM | HEK293 M3R/RGS4 inducible, Fluo-4 calcium flux; active compounds read high; triggered by carbachol at its EC20;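 active = B-score, a plate-corrected calcium signal, over three deviations above library mean, with baseline fluorescence within five deviations of library mean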;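 note: RGS4 expression induced by doxycycline in cells with stable M3 receptor; B-score is computed from the integrated fluorescence ratio over baseline after carbachol; higher B-score means a larger calcium signal and so more RGS4 inhibition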
# hERG protect – shields human hERG channel from block by proarrhythmic agents; CHO-hERG, FluxOR thallium flux, dofetilide IC70 present; activation (rescue from dofetilide block), less the hit threshold, % at 10 µM; 0.51% of 310,000 active; AID 1511; Q12809;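 active = activation above the mean of controls blocked by dofetilide plus 5 SD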;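 note: thallium influx through hERG after potassium depolarization seen as dye fluorescence rise; in these data hits start at about 4.7%; inactives centre near -7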
# KCNQ1 pot – potentiates or activates the human KCNQ1 potassium channel. B-score at 10 µM. 0.35% of 310,000 active. CHO-K1 KCNQ1, thallium flux FluxOR fluorescence; active compounds read high. P51787;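 active = fluorescence ratio B-score, a plate-corrected score, at least three library SD, with initial intensity B-score within 5 SD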
#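 Doses: Single concentration per compound, DMSO matched to controls | Test system: KCNQ1-transfected CHO-K1 cells | Timing: 90 min dye loading and 20 min compound exposure, both at room temperature | Measured by: Kinetic FluxOR thallium fluorescence, 10-s 1-Hz baseline, 110-s post-stimulus read | Medium: Assay buffer with matched DMSO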
# TMEM16A inh – inhibitors of mouse TMEM16A calcium-activated chloride channel; normalized B-score (activity score, 25-100; higher = stronger inhibition) at 10 µM; 1.2% of 310,000 active; Q8BHY3; AID 588511; HEK293 TMEM16A/YFP iodide influx fluorescence, ionomycin;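 active = ratio plate-corrected score three or more library SD toward inhibition, starting fluorescence score within five deviations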;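 note: score derived from kinetic fluorescence span divided by baseline fluorescence per well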
# RGS4 pot – potentiators or activators of RGS4; HEK293 M3R/inducible RGS4, carbachol calcium flux Fluo4; active compounds read low; B-score at 10 µM; 0.92% of 310,000 active;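 active = B-score of the integrated calcium signal more than 4 SD below the library mean, with starting fluorescence not abnormally high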;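 note: negative B-score means reduced calcium response which marks RGS4 activation or potentiation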
#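 Material: Inducible-RGS4 HEK293 cells carrying M3 receptor; also added: carbachol at ECmax as muscarinic agonist stimulus; incubation: compound preincubation 20 min at room temperature before agonist; signal: Fluo4-AM (2 µM) calcium-flux fluorescence, kinetic read; measure: integrated calcium ratio converted to B score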
# KCNQ1 block – inhibitors of human KCNQ1 potassium channel | P51787 | CHO-K1 KCNQ1, FluxOR thallium flux fluorescence; active compounds read high | B-score at 10 µM | 1.3% of 310,000 active | AID 2642;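 active = compounds whose thallium flux B-score, printed positive for inhibition, exceeds three library SD while starting fluorescence stays within three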;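 note: channel opened by potassium depolarization with thallium stimulus after 20 min compound exposure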
# MrgX1 PAM – human MrgX1 positive allosteric modulation, primary screen; B-score at 10 µM; 0.63% of 310,000 active; Q96LB2; AID 588675; MrgX1-HEK293, Fluo-4 calcium flux, FDSS; active compounds read high;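 active = plate-corrected calcium response at least 3 library SD above typical, normal starting fluorescence, not activating the receptor alone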;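 note: compound read alongside a low EC10 to EC30 dose of BAM8-22 agonist; peak minus trough fluorescence over baseline measured at the second addition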
# Target sequence (Q96LB2 whole entry, looked up): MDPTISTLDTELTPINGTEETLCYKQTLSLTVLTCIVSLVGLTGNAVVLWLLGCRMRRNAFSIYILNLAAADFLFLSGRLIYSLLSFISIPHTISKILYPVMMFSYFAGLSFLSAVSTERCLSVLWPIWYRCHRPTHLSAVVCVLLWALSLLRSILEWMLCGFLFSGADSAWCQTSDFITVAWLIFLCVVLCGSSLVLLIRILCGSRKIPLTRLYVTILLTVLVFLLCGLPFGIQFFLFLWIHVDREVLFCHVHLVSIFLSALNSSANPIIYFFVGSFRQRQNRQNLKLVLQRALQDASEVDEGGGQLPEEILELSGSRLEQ
# KCNK3 inh – human KCNK3 channel inhibition, primary screen | 0.84% of 340,000 active | AID 602410 | O14649 | CHO-KCNK3 thallium flux, FluxOR fluorescence; active compounds read low | B-score at 10 µM;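 active = B-score under library mean minus 4 SD, starting fluorescence ratio at most library mean plus 5 SD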;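 note: more negative B-score means stronger inhibition of thallium flux through KCNK3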
# Target sequence (O14649 whole entry, looked up): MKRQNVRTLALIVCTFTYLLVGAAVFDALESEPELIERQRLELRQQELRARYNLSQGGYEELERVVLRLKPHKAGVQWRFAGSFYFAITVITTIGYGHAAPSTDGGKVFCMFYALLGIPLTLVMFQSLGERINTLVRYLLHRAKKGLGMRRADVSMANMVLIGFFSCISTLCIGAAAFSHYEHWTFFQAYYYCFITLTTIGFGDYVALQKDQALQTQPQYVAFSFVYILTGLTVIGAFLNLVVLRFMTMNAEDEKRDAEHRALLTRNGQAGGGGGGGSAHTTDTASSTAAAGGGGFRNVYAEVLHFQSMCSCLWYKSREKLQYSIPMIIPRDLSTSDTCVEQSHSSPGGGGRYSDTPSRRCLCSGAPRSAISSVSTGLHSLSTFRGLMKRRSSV
# MrgX1 agonist – activates human MrgX1 receptor signaling; B-score at 10 µM; Q96LB2; 0.44% of 310,000 active; MrgX1-HEK293 cells, Fluo-4 calcium fluorescence, agonist mode; active compounds read high;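 active = calcium response B-score plate-corrected fluorescence ratio at least 3 library SD, with starting fluorescence B-score inside 5 SD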
#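 Test system: HEK293 cells stably expressing human MrgX1 receptor; amount: 15,000 cells per well; doses: compound delivered in addition one of three; times: overnight plating before 1 h dye loading; detection: Fluo-4 NW calcium-flux fluorescence, kinetic read; read-out basis: B-scored fluorescence response ratio; controls: positive and negative controls per plate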
# * hit, by the source's call; i = inactive; nt = no result given.
# Second line of a record – TMEM16A act, KCNK9 inh, RGS4 inh, hERG protect, KCNQ1 pot, TMEM16A inh, RGS4 pot, KCNQ1 block, MrgX1 PAM, KCNK3 inh, MrgX1 agonist
> Cc1cc(C)n2nc(SCC(=O)c3cccs3)nc2n1
    i, i, i, -12.1, i, i, i, i, i, i, i
> Cc1cc(C)cc(NC(=O)N2CCNC(=O)C2CC(=O)Nc2cc(Cl)ccc2Cl)c1 (centres undefined)
    i, i, i, -5.0, i, i, i, i, i, i, i
> CCc1nnc(NC(=O)CN2CCN(c3ccccc3OC)CC2)s1
    i, i, i, -10.8, i, i, i, i, i, i, i
> Cc1n[nH]c(C)c1S(=O)(=O)N(CC(=O)NC1CCCC1)c1ccc(C(C)C)cc1
    i, i, i, -2.6, i, i, i, i, i, i, i
> COc1ccc(NC(=O)CN(C)C(=O)c2cc3c(s2)CCCCC3)cc1
    i, i, i, -10.8, i, i, i, i, i, i, i
> COc1cccc(CN(C)CC(=O)NCc2ccccc2Cl)c1
    i, i, i, -8.9, i, i, i, i, i, i, i
> CCCCNC(=O)NS(=O)(=O)c1ccc(NC(=O)CCC(=O)c2cccs2)cc1
    nt, i, i, -7.3, i, i, i, i, i, i, i
> COC(=O)CN(c1cc([N+](=O)[O-])ccc1OC)S(C)(=O)=O
    i, i, i, -1.8, i, i, i, i, i, i, i
> C/C(=N\NC(=O)c1ccncc1)c1cccnc1
    i, i, i, -8.9, i, i, i, i, i, i, i
> S=c1[nH]nc(COc2cccc3ccccc23)n1Cc1ccccc1
    i, i, i, -6.0, i, i, i, i, i, i, i
> CSc1ccc(/C=C(\NC(=O)c2ccccc2)C(=O)NN)cc1
    i, i, i, -5.2, i, i, i, i, i, i, i
> CN1CCOCCOc2ccccc2OCCOCC1
    i, i, i, -4.4, i, i, i, i, i, i, i
> COc1ccc(-n2cnc3cc(NS(=O)(=O)c4ccc(C)cc4)ccc32)cc1
    i, nt, nt, nt, nt, i, nt, nt, i, i, i
> CCCn1c2ccc(C)cc2c2n[nH]c(=S)nc21
    i, i, i, -7.3, i, i, i, i, i, i, i
> CCCc1[nH]n(-c2ccc(F)cc2)c(=O)c1C=NCC1CCCO1 (centres undefined)
    i, i, i, -8.6, i, i, i, i, i, i, i
> COC(=O)c1ccccc1NC(=O)CSc1ccc(C)cc1
    i, i, i, -13.5, i, i, i, i, i, i, i
> O=C(O)c1cnn(-c2nc(-c3cccc([N+](=O)[O-])c3)cs2)c1C(F)(F)F
    i, i, i, -6.0, i, i, i, i, i, i, i
> CCOc1ccc(/C=N/NC(=O)c2cc3c(OC)cc(OC)c(OC)c3[nH]2)cc1
    i, i, i, -8.6, i, i, i, i, i, i, i
> COc1ccc(OC)c(NC(=O)NC2CCCc3ccccc32)c1 (centres undefined)
    i, i, i, 1.8, i, i, i, i, i, i, i
> C=CCNC(=O)NC(=O)Cn1c(=O)c2c(ncn2CC)n(Cc2ccccc2)c1=O
    i, i, i, -9.5, i, i, i, i, i, i, i
> Cc1nnc(NC(=O)CSc2nnnn2Cc2ccccc2)s1
    i, i, i, -1.2, i, i, i, i, i, i, i
> CCOC(=O)Cc1csc(NC(=O)c2ccc(Cl)s2)n1
    i, i, i, -4.0, i, i, i, i, i, i, 31.4*
> CCOC(=O)C1=C(CN2CCc3ccccc32)NC(=O)NC1c1ccc(Cl)cc1 (centres undefined)
    i, i, i, -11.5, i, i, i, i, i, i, i
> CCOC(=O)N1CCN(C(=O)CSc2nnc(CNC(=O)c3ccccc3F)o2)CC1
    i, i, i, -5.9, i, i, i, i, i, i, i
> CN(C)c1nc(N2CCN(c3ccc(F)cc3)CC2)c(C#N)c(=O)o1
    i, i, i, -10.0, i, nt, i, i, nt, i, nt
> Cc1csc(SC(C)C(=O)Nc2ccc3c(c2)OCCO3)n1 (centres undefined)
    i, i, i, -11.0, i, i, i, i, i, i, i
> COC(=O)[C@H]1C[C@@H]1[C@H](N)c1ccccc1
    i, i, i, 1.0, i, i, i, i, i, i, i
> CN(CCCNC(=O)COc1cc(=O)n(C)c2ccccc12)Cc1ccccc1
    i, i, i, -12.7, i, i, i, i, i, i, i
> CN1/C(=C\C(=O)C[n+]2cccc(C(N)=O)c2)C(C)(C)c2ccccc21
    i, i, i, -13.5, i, i, i, i, i, i, i
> CC(C)CCN1CCN(Cc2nc3c(s2)CCCC3)CC1CCO (centres undefined)
    i, i, i, -12.1, i, i, i, i, i, i, i
> CCOC(=O)[C@H]1[C@H]2COc3ccccc3[C@@H]2N2C(=O)c3ccc(C)cc3NC(=O)[C@@]12C
    i, nt, nt, nt, nt, i, nt, nt, i, i, i
> O=C(Nc1cccc(F)c1)N1CC=C(n2c(=O)[nH]c3ccccc32)CC1
    i, i, i, -8.1, i, i, i, i, i, i, i
> COc1ccc(OC)c(CNC(=O)C2CCN(S(C)(=O)=O)CC2)c1
    i, i, i, -0.3, i, i, i, i, i, i, i
> COc1ccc(-n2c3c(cc(C(=O)NNc4ccccc4)c2=O)C(=O)CC(C)(C)C3)cc1
    i, i, i, -10.8, i, i, i, i, i, i, i
> CCCNS(=O)(=O)c1ccc(-n2cnnn2)c(OC)c1
    i, i, i, -12.2, i, i, i, i, i, i, i
> COc1ccc2nc(SCC(N)=O)cc(C)c2c1
    i, i, i, -7.5, i, i, i, i, i, i, i
> COc1cccc(C2CC(c3cccc(NS(C)(=O)=O)c3)=NN2C(=O)c2ccccc2)c1OC (centres undefined)
    i, i, i, -12.6, i, i, i, i, i, i, i
> CCCCC1CCC(C(=O)NC2CCS(=O)(=O)C2)CC1 (centres undefined)
    i, i, i, -7.8, i, i, i, i, i, i, i
> CCC(C(=O)NCc1cccc(C)c1)n1nc(C)c2c(C)n(-c3ccccc3)nc2c1=O (centres undefined)
    i, i, i, -10.2, i, i, i, i, i, i, i
> Cc1ccc(-c2ccc(C(=O)NCc3ccccc3)o2)c2ccccc12
    i, i, 6.99*, -10.4, i, i, i, i, i, i, i
> Cc1cc2c(=O)n(Cc3ccco3)c(SCC(=O)N3CCCc4ccccc43)nc2s1
    i, i, i, -2.3, i, i, i, i, i, i, i
> Cc1c(NC(=O)CN2CCCC(C)C2)ccc2nsnc12 (centres undefined)
    i, i, i, -2.4, i, i, i, i, i, i, i
> COc1ccc(NC(=O)CN2C(=O)S/C(=C/c3cccn3-c3ccc(C(=O)O)cc3)C2=O)cc1
    i, i, i, 15.7*, i, i, i, i, i, i, i
> COc1ccc(OC)c(NC(=O)c2cc3oc4ccccc4c3cc2O)c1
    i, i, i, -3.8, i, i, i, i, i, i, i
> Cc1ccc(C(=O)CCC2CCCCC2=O)cc1 (centres undefined)
    i, i, i, -1.6, i, i, i, i, i, i, i
> COc1ccc(O)c(/C=N/N2CCCCC2)c1
    i, i, i, -4.6, i, i, i, i, i, i, i
> COc1ccc(-c2nc(N)n(S(=O)(=O)c3ccc(C)cc3)n2)cc1
    i, i, i, -8.8, i, i, i, i, i, i, i
> CC(C)C(c1nnnn1C1CCCCC1)N1CCN(C(=O)c2ccco2)CC1 (centres undefined)
    i, i, i, -7.5, i, i, i, i, i, i, i
> O=C(NCC1CC1)C1(C(F)(F)F)CC(CCc2ccccc2)CCCO1 (centres undefined)
    i, i, i, -8.2, i, i, i, i, i, i, i
> COCCn1nnnc1CN(CCc1ccccc1)Cc1cc2cc(OC)ccc2[nH]c1=O
    i, i, i, -20.0, i, i, i, i, i, i, i

# Further structures:
# Second line of a record – TMEM16A act, KCNK9 inh, RGS4 inh, hERG protect, KCNQ1 pot, TMEM16A inh, RGS4 pot, KCNQ1 block, MrgX1 PAM, KCNK3 inh, MrgX1 agonist
> O=C(Nc1ccccc1)c1cc2ccccc2[nH]1
    i, i, i, -8.9, i, i, i, i, i, i, i
> COc1ccc(/C=C2\C(=O)ON=C2c2cccc([N+](=O)[O-])c2)cc1
    nt, i, 6.79*, -12.1, i, i, i, i, i, nt, i
> Cc1ccc(NC(=S)NNC(=O)c2cccc([N+](=O)[O-])c2)cc1Cl
    i, i, i, -14.4, i, 25*, i, 8*, i, i, i
> COc1ccc(CCC(=O)Nc2ccc(Br)cn2)cc1
    i, i, i, -10.3, i, i, i, i, i, i, i
> O=C(COc1ccc([N+](=O)[O-])cc1)NNC(=O)Nc1ccccc1F
    i, i, i, -10.7, i, i, i, i, i, i, i
> CC(C)C(=O)NCCc1nc(-c2ccccc2Cl)no1
    i, i, i, -7.2, i, i, i, i, i, i, i
> Cc1ccc(-n2c(N)c(C(=O)N3CCN(C)CC3)sc2=S)cc1
    i, i, i, -1.5, i, i, i, i, i, i, i
> Nc1nc(SCc2ccc(Br)cc2)[nH]c(=O)c1-c1ccccc1
    i, i, i, 1.0, i, i, i, i, i, i, i
> Cc1nn(Cc2ccc(F)cc2)c(C)c1NC(=O)c1noc2c1CCc1ccccc1-2
    i, i, i, -3.0, i, i, i, i, i, i, i
> Cc1cc(=O)[nH]c(N/N=C/c2ccc(C)o2)n1
    i, i, i, -7.0, i, i, i, i, i, i, i
> COC(=O)C1(C)Cc2cc(OC(C)=O)c(OC(C)=O)cc2N1 (centres undefined)
    nt, i, i, -9.1, i, i, i, i, i, nt, i
> CCc1ccc(Nc2nnc(SCC(=O)NCCN3C(=O)CSC3=O)s2)cc1
    i, i, i, -8.0, i, i, i, i, i, i, i
> COc1ccc(N2CCN(CCNC(=O)c3nnc(Cc4c(F)cccc4Cl)o3)CC2)cc1
    i, i, i, -11.9, i, i, i, i, i, i, i
> CCOc1ccc(N=c2oc3cc(O)ccc3cc2C(=O)NCC2CCCO2)cc1 (centres undefined)
    i, i, i, -11.1, i, i, i, i, i, i, i
> N#C/C(C(=O)N1CCCCC1)=C1/N=C(NC(=O)c2ccc(F)cc2)c2ccccc21
    i, i, i, -11.3, i, i, i, i, i, i, i
> Cc1ccccc1-n1ncc2c1CC(C)(C)CC2NC(=O)CSc1ccncc1 (centres undefined)
    i, i, i, -9.1, i, i, i, i, i, i, i

# Compounds as they come. Share with any hit: about 6.3%.
